Assay outcomes: PubChem BioAssay, several laboratories
Fam108B counter – Fam108B inhibition, counter-screen for RBBP9 inhibitors; recombinant Fam108B, FP-Rh probe fluorescence polarization; inhibition, % at 9.51 µM; 300,000 tested, 0.33% active; AID 1947;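 active = inhibition above the screen mean inhibition plus 3 SD, computed separately per campaign, cut at about 18% in these data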;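 also: inhibitors lower polarization as less probe binds the enzyme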
MCL1-BIM inh – disrupts human MCL1 binding to BIM-BH3 peptide | inhibition, % at 10.9 µM | GST-MCL1 / FITC-Bim-BH3 fluorescence polarization | Q07820 | 320,000 tested, 0.68% active | AID 2057;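 active = inhibition above the mean inhibition of all tested compounds plus 3 SD, set per campaign, cut at about 40% in these data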;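 also: 0% = DMSO wells and 100% = unlabeled Bim-BH3 peptide control; higher means more loss of mP so more displacement of Bim peptide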
MEX-5 binding – C. elegans MEX-5 TCR-2 RNA binding activity; Q9XUB2; activity score (negative = inhibition of binding), % at 10 µM; MEX-5/FITC-TCR2 RNA binding, fluorescence polarization; stronger effect = lower value; 300,000 tested, 0.38% active;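 active = inhibition past about -25% in most replicates, and total fluorescence under double the plate's negative control median, limit read from the data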;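 also: 0% = DMSO and -100% = 5 µM competing unlabeled TCR2 RNA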
Target sequence (Q9XUB2 whole entry, looked up): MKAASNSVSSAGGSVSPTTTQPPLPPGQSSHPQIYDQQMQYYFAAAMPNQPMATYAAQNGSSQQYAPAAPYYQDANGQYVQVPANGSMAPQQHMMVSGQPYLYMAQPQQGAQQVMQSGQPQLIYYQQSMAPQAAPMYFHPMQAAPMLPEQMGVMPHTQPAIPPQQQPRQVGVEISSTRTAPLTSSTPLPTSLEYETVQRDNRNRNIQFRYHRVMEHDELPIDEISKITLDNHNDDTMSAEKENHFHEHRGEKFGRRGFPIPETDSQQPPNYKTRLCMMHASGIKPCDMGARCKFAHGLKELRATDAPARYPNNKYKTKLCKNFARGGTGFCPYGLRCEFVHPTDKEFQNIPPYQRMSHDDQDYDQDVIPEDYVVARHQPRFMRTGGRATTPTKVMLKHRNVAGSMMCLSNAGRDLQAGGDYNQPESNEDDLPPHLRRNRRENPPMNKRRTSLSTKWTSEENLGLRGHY
GRK2 aptamer HTS – human GRK2 inhibition via aptamer displacement; P25098; bead flow cytometry, FAM-aptamer displacement from GRK2; inhibition of aptamer binding, % at 10 µM; 330,000 tested, 0.59% active; AID 488847;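 active = inhibition of aptamer binding above 40%, roughly 3 SD of noise, on plates passing a quality check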;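 also: median bead fluorescence of bound FAM aptamer so fluorescent compounds give negative values; no value below 0 was filed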
AGP1 TOR yeast – yeast TOR pathway AGP1-GFP modulation; S. cerevisiae AGP1-GFP multiplex flow cytometry, 3 h; GFP as percent of DMSO wells; GFP response vs DMSO, % at 10 µM; 320,000 tested, 0.02% active;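 active = GFP response relative to DMSO above a set limit, near screen average plus 3 SD, cut at about 150% in these data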;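 also: median GFP channel fluorescence of the gated AGP1 strain per well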
GLD-1 TGE inh – GLD-1-TGE RNA interaction inhibition (C. elegans) | 320,000 tested, 0.44% active | inhibition, % at 5.96 µM | purified GLD-1 + fluorescein TGE RNA, fluorescence polarization | Q17339 | AID 2280;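 active = percent inhibition above a per-plate cutoff, the plate mean of test compounds plus 3 SD, cut at about 30% in these data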;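 also: 0% = DMSO wells with GLD-1 and probe and 100% = wells lacking GLD-1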
BCLXL inh – blocks human Bcl-xL binding to Bim BH3 peptide. 320,000 tested, 0.7% active. GST-Bcl-xL / FITC-Bim BH3 peptide fluorescence polarization. inhibition, % at 10.9 µM;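 active = inhibition above the mean of all tested compounds plus 3 SD, cutoff set per campaign, cut at about 30% in these data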;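 also: 0% = DMSO wells and 100% = unlabeled Bim-BH3 peptide competitor; inhibitors lower millipolarization by displacing the labeled peptide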
Target sequence (Q07817 whole entry, looked up): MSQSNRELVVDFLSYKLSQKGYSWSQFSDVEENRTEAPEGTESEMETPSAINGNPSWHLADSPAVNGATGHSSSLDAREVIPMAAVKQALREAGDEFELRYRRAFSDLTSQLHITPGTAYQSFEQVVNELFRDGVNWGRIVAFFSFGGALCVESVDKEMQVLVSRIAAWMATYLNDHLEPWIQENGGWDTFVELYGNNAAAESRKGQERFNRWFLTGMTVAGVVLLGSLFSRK
CIT2-GFP yeast – modulators of TOR pathway CIT2-GFP in S. cerevisiae; S. cerevisiae CIT2-GFP strain, flow cytometry, 3 h; 100 means same as DMSO wells; GFP response vs DMSO, % at 10 µM; 320,000 tested, 0.065% active;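 active = GFP response relative to DMSO above a set limit, near the screen mean plus 3 SD, cut at about 150% in these data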;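 also: ratio of well median GFP fluorescence to mean of DMSO wells on the plate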
VLA-4 inh – inhibition in a human VLA-4 binding assay | P13612 | VLA-4 expressing cells, ligand binding flow cytometry | inhibition, % (about 7 µM as worked out from the volumes in the protocol) | 330,000 tested, 0.2% active | AID 2557; in the data active = inhibition above about 50%
* marks the source's active call; other numbers are inactive results; nt = no result given. Rows were taken by chance (roughly 2.2% active in at least one column).

nr	smiles	VLA-4 inh	MCL1-BIM inh	GRK2 aptamer HTS	BCLXL inh	AGP1 TOR yeast	Fam108B counter	MEX-5 binding	CIT2-GFP yeast	GLD-1 TGE inh
1	C=CCOC(=O)C1=C[C@H](c2ccc(C(F)(F)F)cc2)[C@@H](CCCO)[C@H](OCC)O1	4	-1	3	4	90	-1	-1.5	100	8
2	O=C(CNC(=O)c1ccco1)Nc1ccc(Cl)cc1	6	-2	0	8	110	-4	-0.6	107	-9
3	C=CCOc1ccc(C2CC(C)=NN2c2ccccc2)cc1 (centres undefined)	7	-13	2	-2	108	6	0.3	101	-2
4	CCCSc1nc2c(c(=O)n(C)c(=O)n2C)n1C	4	0	2	-2	89	4	2.5	90	7
5	CC(=O)NCCn1c(SCC(=O)NC2CCCCC2)nc2ccccc2c1=O	14	4	1	4	88	3	0.8	111	-4
6	CC(C)n1cnc2c(Nc3ccc(F)c(Cl)c3)nc(NCCO)nc21	1	12	4	11	81	5	3.0	81	1
7	FC(F)(F)c1ccc(Cl)c(NC(=S)N/N=C/c2ccccc2Cl)c1	18	5	0	5	108	0	0.0	104	1
8	O=C(C1=C[C@H](C2CCCCC2)C[C@H](OCc2ccc(CO)cc2)O1)N1CCOCC1	-14	8	4	10	90	4	1.2	95	8
9	CCN(C(=O)c1ccc2c(SCC(=O)O)c3c(nc2c1)CCC3)c1cc(Cl)ccc1OC	-5	0	1	3	99	-1	-0.7	97	4
10	O=C(NNC1=NCCC1)c1cccc(S(=O)(=O)N2CCCCC2)c1	3	3	0	-1	91	1	-1.7	94	12
11	COc1cc(C(=O)NC(=S)Nc2ccc(Cc3ccncc3)cc2)cc(OC)c1OC	11	9	0	3	103	-11	0.9	110	-7
12	Cc1noc(C)c1COc1ccc(CC(=O)NCCc2ccccc2)cc1	1	3	1	4	85	6	-0.9	86	-6
13	O=C(O)C1CCCCC1C(=O)NCc1ccc(F)cc1 (centres undefined)	-53	1	0	3	97	3	-2.3	86	1
14	Cc1nc(NC(C)c2ccccc2)sc1C(=O)Nc1ccccc1 (centres undefined)	11	0	2	7	104	-5	1.8	103	1
15	CCOC(=O)c1sc(SC)c(C(C)=O)c1C	-9	-4	1	8	105	-1	0.4	110	4
16	COc1cc(NC(=O)c2ccco2)c(OC)cc1NC(=O)CSc1ncc(-c2ccc(F)cc2)[nH]1	2	-5	0	3	97	1	3.5	96	-1
17	O=C(CN1CCN(Cc2cccc3ccccc23)CC1)NCCc1ccccc1	-2	-10	1	-1	95	7	-0.8	99	0
18	Cc1nn(-c2ccccc2)cc1/C=N/NS(=O)(=O)c1ccccc1	-2	8	1	4	97	0	-0.7	97	-1
19	O=C(Cn1ncc2c1-c1ccccc1OC2)N1CCN(Cc2ccccc2)CC1	-10	-14	0	-7	103	-4	0.6	89	-3
20	Cc1ccc(C(C)C)c(OCC(=O)Nc2ccc3c(c2)nc(CCN2CCCCC2)n3C)c1	33	-1	0	-2	100	-1	-4.1	117	-2
21	O=C(CSc1n[nH]c(-c2cccnc2)n1)Nc1ccc([N+](=O)[O-])cc1	-6	4	0	1	92	2	-1.9	93	2
22	O=C(CCC1CCCC1)NCCS(=O)(=O)N1CCN(c2ccc(F)cc2)CC1	-6	-1	0	0	87	0	-0.8	89	-5
23	CCCCOC(=O)c1ccc(NC(=O)c2nn(C)cc2Br)cc1	11	6	0	2	91	-2	0.4	85	7
24	CC(C)C(=O)Nc1ccc(C(=O)NNC(=O)c2ccco2)cc1	1	-2	3	-2	107	5	-4.1	112	2
25	CCOC(=O)C(O)(CC(=O)Nc1ccc(Cl)cc1Cl)C(F)(F)F (centres undefined)	1	0	0	-1	101	-1	1.5	95	3
26	COc1cccc(NC(=O)CN(C)CC(=O)Nc2ccccc2-c2ccccc2)c1	14	6	4	7	89	0	2.4	102	-3
27	CC1(C)CC(=O)C(C=NCC2CCN(C(=S)Nc3cccc(Cl)c3)CC2)=C(O)C1	-11	5	1	6	97	-2	-1.5	97	-1
28	O=C(CCN1CCOCC1)Nc1ccc2c(c1)N(C(=O)CN1CCOCC1)c1ccccc1CC2	22	-1	0	4	93	-3	0.6	93	0
29	CCOc1ccccc1NC(=S)N1CCN(c2ccc(O)cc2)CC1	5	23	0	4	101	-2	1.1	102	1
30	COc1ccc(NC(=S)NNC(=O)c2ccccc2OC(F)F)cc1	8	7	2	7	99	0	-1.3	100	-3
31	O=S(=O)(N/N=C/c1cccnc1)c1ccc(Cl)c(Cl)c1	4	3	3	3	114	1	-2.0	110	-5
32	CCn1c(SCC(=O)N2CCCC2)nc2c1c(=O)n(C)c(=O)n2C	-6	2	0	52*	97	6	-1.1	106	-1
33	COc1ccc(-c2nn(-c3ccccc3)cc2C(=O)NCC2CCCO2)cc1 (centres undefined)	4	-3	0	-6	95	2	-0.3	96	4
34	COc1cccc(CNC(C)C(=O)Nc2ccc3c(c2)OCCO3)c1 (centres undefined)	-16	8	1	8	103	-1	-0.2	102	5
35	Cc1ccc(NC(=O)COC(=O)c2ccc(-n3nc(C)cc3C)cc2)c(F)c1	2	nt	0	nt	97	nt	nt	102	9
36	CCCCCCSc1ccc([C@@H]2[C@@H]3C(=O)N(CC)C(=O)[C@@H]3[C@]3(C(=O)OC)CCCCN23)cc1OC	-5	8	2	5	98	4	nt	96	-3
37	COc1cccc2cc(-c3nnc(-c4ccccc4)o3)c(=O)oc12	10	6	1	5	95	2	-1.3	102	1
38	Cc1ccnc(NC(=O)c2ccccc2NC(=O)c2ccccc2)c1	-15	-6	0	4	97	-4	0.3	104	1
39	CCOC(=O)c1c(SCC(=O)Nc2nc(C)cs2)nc(=O)[nH]c1C	-2	4	2	4	98	1	-3.3	96	-3
40	Cc1c(C(=O)N2CCC(C)CC2)oc2ccc3c(c12)C(O)CC1(CCCCC1)O3 (centres undefined)	4	-3	0	2	93	2	-2.5	99	-2
41	COC(=O)NNC(=O)COc1ccc2ccccc2c1Br	-6	9	2	6	94	2	2.1	99	2
42	C/C(=N\Nc1cccc(C(F)(F)F)c1)c1ccc(O)cc1	0	2	0	5	104	0	0.8	114	3
43	Cc1ccc(SCCN2C(=O)NC(C)(C)C2=O)cc1	14	-3	0	-5	101	-1	-1.6	99	-6
44	CCOc1ccc(C(=O)NCC(=O)Nc2ncccc2C)cc1OCC	-3	-1	3	1	102	2	3.1	92	11
45	Nc1ccccc1C(=O)N/N=C1\C2CN3CCN(C2)CC1(c1ccccc1)C3	0	6	2	-1	110	-5	-1.1	106	-6
46	CCn1c(=NC(=O)CS(=O)(=O)c2ccccc2)sc2cccc(OC)c21	7	-6	0	-6	94	-1	2.8	82	-4
47	Cn1c(NCc2c[nH]c3ccccc23)nc2ccccc21	-3	-3	0	5	109	4	-1.7	105	-2
48	CC1CCN(S(=O)(=O)c2cccc(-c3nnc(-c4cccnc4)o3)c2)CC1	5	-2	1	3	98	-3	1.1	87	5
49	CCOC(=O)c1ccccc1NC(=O)c1ccc(F)cc1	-12	-3	1	3	100	-1	-1.5	110	4
50	CC(C)(C)NS(=O)(=O)c1ccc(NC(=S)NC(=O)C2CC2)cc1	-8	7	1	1	104	1	3.6	105	-6
51	Cc1ccc2c(c1)N(C(=O)CCC(=O)NCCCN(C)Cc1ccccc1)CCO2	3	4	0	5	93	0	0.4	89	4
52	CC(=O)c1ccc(-n2c(CCC(=O)O)ccc2-c2ccc(Br)cc2)cc1	5	-14	0	-4	95	-2	-1.1	83	-3
53	CCN(CC)c1c([N+](=O)[O-])c(=O)n(C)c2ccccc12	25	7	3	5	102	1	1.7	104	2
54	CCOc1ccccc1-n1c(SCC(=O)N2CCOCC2)nc2ccccc2c1=O	8	-1	1	2	101	-5	-1.7	106	-3
55	Cc1ccnc(NC(=O)CCC(=O)N(CC(=O)NCc2ccc(F)cc2)Cc2ccco2)c1	7	2	3	1	67	1	-0.2	86	11
56	COc1ccc(C)cc1NC(=O)C1CC1c1ccccc1 (centres undefined)	12	5	0	1	103	1	-1.9	94	-3
57	O=C(CSc1nc(-c2ccc(F)cc2)cs1)NCC1CCCO1 (centres undefined)	14	nt	4	nt	101	nt	nt	114	7
58	COc1ccccc1NC(=O)NCCc1ccccc1	-9	nt	2	nt	92	nt	nt	100	nt
59	Cc1nc(-c2ccccc2)nc2[nH]ccc(=O)c12	5	-3	2	4	99	-1	0.8	102	8
60	Cc1ccc(CNC(=O)CCCOc2cc(=O)n(C)c3ccccc23)o1	13	5	10	9	101	3	2.4	104	2
61	CC(NC(=O)C1CC=CCC1C(=O)O)C1CC2CCC1C2 (centres undefined)	19	6	3	5	106	2	-1.1	100	-3

Three compounds drawn at random from the list so far:
nr	smiles	VLA-4 inh	MCL1-BIM inh	GRK2 aptamer HTS	BCLXL inh	AGP1 TOR yeast	Fam108B counter	MEX-5 binding	CIT2-GFP yeast	GLD-1 TGE inh
61	CC(NC(=O)C1CC=CCC1C(=O)O)C1CC2CCC1C2 (centres undefined)	19	6	3	5	106	2	-1.1	100	-3
56	COc1ccc(C)cc1NC(=O)C1CC1c1ccccc1 (centres undefined)	12	5	0	1	103	1	-1.9	94	-3
55	Cc1ccnc(NC(=O)CCC(=O)N(CC(=O)NCc2ccc(F)cc2)Cc2ccco2)c1	7	2	3	1	67	1	-0.2	86	11
